Bioassay records (PubChem)
KDM5B inhibitor = blocks human KDM5B histone demethylase activity. Q9UGL1. KDM5B demethylase, FDH-coupled NADH fluorescence (FDH is formaldehyde dehydrogenase). Potency, µM (doses to about 57.7 µM), without a hit: at the top dose activity change, negative = inhibition, actives largely listed as inhibitors. 2.6% of 220,000 active; active = well fitted inhibition curve with a large enough effect; inconclusive = small, poorly fitted or top-dose-only effect; inactive = no such curve, though single readings can be large or run the other way; also: 0% is about no effect; nearly all actives have a fitted effect of over 70% in size
Target sequence (Q9UGL1 whole entry, looked up): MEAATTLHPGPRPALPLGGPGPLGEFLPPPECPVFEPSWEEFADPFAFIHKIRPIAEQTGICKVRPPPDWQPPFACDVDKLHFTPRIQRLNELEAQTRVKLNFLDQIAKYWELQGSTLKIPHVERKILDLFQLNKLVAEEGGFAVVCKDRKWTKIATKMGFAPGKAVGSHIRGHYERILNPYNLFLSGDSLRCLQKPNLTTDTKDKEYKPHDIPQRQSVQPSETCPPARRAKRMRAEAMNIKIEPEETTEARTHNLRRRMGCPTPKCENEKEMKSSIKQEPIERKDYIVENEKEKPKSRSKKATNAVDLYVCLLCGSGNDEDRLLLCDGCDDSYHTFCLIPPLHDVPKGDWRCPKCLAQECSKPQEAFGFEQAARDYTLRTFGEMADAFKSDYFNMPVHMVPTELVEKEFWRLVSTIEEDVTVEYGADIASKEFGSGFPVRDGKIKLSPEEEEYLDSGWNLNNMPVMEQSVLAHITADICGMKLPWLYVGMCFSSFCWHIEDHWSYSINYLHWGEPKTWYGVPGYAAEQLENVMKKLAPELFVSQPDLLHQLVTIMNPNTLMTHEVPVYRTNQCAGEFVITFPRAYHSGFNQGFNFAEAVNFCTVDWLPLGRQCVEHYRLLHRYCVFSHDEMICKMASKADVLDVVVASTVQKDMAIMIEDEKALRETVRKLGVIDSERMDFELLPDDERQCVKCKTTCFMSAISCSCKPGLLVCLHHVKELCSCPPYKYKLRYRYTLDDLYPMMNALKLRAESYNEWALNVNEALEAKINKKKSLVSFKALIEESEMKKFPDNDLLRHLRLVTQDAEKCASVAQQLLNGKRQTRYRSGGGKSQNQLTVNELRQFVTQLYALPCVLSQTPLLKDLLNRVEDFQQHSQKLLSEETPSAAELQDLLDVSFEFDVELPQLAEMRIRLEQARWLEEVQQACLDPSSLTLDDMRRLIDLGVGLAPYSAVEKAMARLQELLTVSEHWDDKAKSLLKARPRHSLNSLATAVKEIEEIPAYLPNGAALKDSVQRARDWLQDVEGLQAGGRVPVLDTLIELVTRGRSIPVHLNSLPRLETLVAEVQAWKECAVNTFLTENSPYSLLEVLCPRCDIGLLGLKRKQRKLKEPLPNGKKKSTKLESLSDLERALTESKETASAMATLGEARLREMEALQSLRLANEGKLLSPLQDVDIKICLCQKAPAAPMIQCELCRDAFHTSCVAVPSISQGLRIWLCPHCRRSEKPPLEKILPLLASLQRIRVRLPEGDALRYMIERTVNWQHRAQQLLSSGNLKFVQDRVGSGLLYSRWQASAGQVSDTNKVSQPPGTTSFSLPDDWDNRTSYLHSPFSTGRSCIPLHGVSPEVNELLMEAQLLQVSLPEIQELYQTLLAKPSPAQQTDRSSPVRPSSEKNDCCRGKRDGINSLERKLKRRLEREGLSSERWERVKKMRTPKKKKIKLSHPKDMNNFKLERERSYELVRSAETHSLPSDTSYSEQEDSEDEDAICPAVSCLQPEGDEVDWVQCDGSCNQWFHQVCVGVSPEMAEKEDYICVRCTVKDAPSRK
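Measured: NADH fluorescence change, 30 min, RT. System: KDM5BΔAP 200 nM final, H3K4me3 peptide, α-KG, Fe(II), ascorbate, NAD⁺ plus FDH, pH 7.5 HEPES. Compounds: titrated, 10 min pre-incubation with enzyme.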
The depositor's hits bear a star; ? = inconclusive; [ ] = remark or other dose. Potency is read from the fitted curve at half-maximal effect. Only part of the results is shown, so the mix of outcomes need not match the whole.

SMILES | KDM5B inhibitor
CN(C)c1ccc(NC(=O)c2ccc[n+]([O-])c2)cn1 | ?
CC(C)CCn1c(N2CCN(CC(N)=O)CC2)nc2c1c(=O)[nH]c(=O)n2C | -6.9%
COc1ccc(CNC(=O)COC(=O)C2=Cc3ccccc3OC2)cc1 | ?
CCC(C)NC(=O)C(C)NC(=O)NCCNC(=O)C1CC1 (stereo not drawn) | 8.1%
O=C(CCCN1C(=O)c2cccnc2Oc2ccc(Cl)cc21)NCc1ccccc1F | -0.2%
Nc1nnn(CC(=O)N/N=C/c2cccc(Cl)c2)n1 | 6.0%
NS(=O)(=O)c1ccc(C(=O)N2C[C@@H](CN3CCCCC3)[C@@H](CO)C2)cc1 | -9.6%
O=C(CBr)c1ccc([N+](=O)[O-])c(CS(=O)(=O)c2ccc(Cl)cc2)c1 | ?
CCOc1ccc(-c2cc3c(=O)n(CCNC(=O)c4ccoc4)ccn3n2)cc1 | 22.4µM*
CSc1cccc(NC(=O)Cn2c(N3CCc4ccccc4C3)nc(C)cc2=O)c1 | ?
Cc1ccc(C23CC4CC(CC(CN)(C4)C2)C3)cc1C | 0.8%
CC(=O)N1CCOc2cc(S(=O)(=O)NCc3ccc(C)cc3)c(Cl)cc21 | ?
N#Cc1ccc(O[C@@H]2CCOC[C@H]2NC(=O)C2(N3CCCC3)CCCC2)cc1 | ?
Cc1cc(=O)n(CC(=O)Nc2ccc(Br)cc2F)c(N2CCc3ccccc3C2)n1 | 14.1µM*
CNC(=O)CCn1ncc2cc(OC3CCc4cccc(-c5cnn(C)c5)c43)ccc21 (stereo not drawn) | -21.1%[86.2 µM]
COc1ncccc1CN(Cc1cccnc1OC)C[C@H]1COCc2nc3ccc(C)cc3n21 | ?
CCC(=O)N1c2ccccc2NC2=C(C(=O)CC(C)(C)C2)C1c1cc(OC)ccc1OC (stereo not drawn) | -15.9%
COc1ccc(-c2cc(C)no2)cc1S(=O)(=O)NCc1cccs1 | 4.4%
CC1=C(C(=O)Nc2ccc(C)cn2)C(c2cccc(Oc3ccccc3)c2)C2=C(CCCC2=O)N1 (stereo not drawn) | ?
O=C(NC(=S)NCc1ccccc1)c1ccc(Br)o1 | 23.7%
CCN(Cc1ccc(C)o1)C(=O)c1ccc2nc(-c3ccc(F)cc3)cn2c1 | 28.2µM*
Cc1cc2c(cc1C)CSC(c1cc(Br)cc(Br)c1O)SC2 | 14.0%
COCCCNC(=O)CSc1nc(-c2cccc(F)c2)[nH]c1-c1ccccc1 | 8.2%
CCCCNc1nc2c(c(=O)n(Cc3ccc(Cl)cc3)c(=O)n2C)n1C | -13.4%
O=C(NCc1ccccc1)C1COC2(CCN(C(=O)c3ccccc3F)CC2)N1C(=O)c1ccco1 (stereo not drawn) | -2.7%

KDM5B inhibitor: entries above that show a hit.
SMILES | KDM5B inhibitor
CCOc1ccc(-c2cc3c(=O)n(CCNC(=O)c4ccoc4)ccn3n2)cc1 | 22.4µM*
Cc1cc(=O)n(CC(=O)Nc2ccc(Br)cc2F)c(N2CCc3ccccc3C2)n1 | 14.1µM*
CCN(Cc1ccc(C)o1)C(=O)c1ccc2nc(-c3ccc(F)cc3)cn2c1 | 28.2µM*

Sorted by SMILES length (rising): four of the compounds above
SMILES | KDM5B inhibitor
O=C(NC(=S)NCc1ccccc1)c1ccc(Br)o1 | 23.7%
CCC(C)NC(=O)C(C)NC(=O)NCCNC(=O)C1CC1 (stereo not drawn) | 8.1%
CSc1cccc(NC(=O)Cn2c(N3CCc4ccccc4C3)nc(C)cc2=O)c1 | ?
COc1ncccc1CN(Cc1cccnc1OC)C[C@H]1COCc2nc3ccc(C)cc3n21 | ?

The listing picks up with the two entries that preceded the break.
SMILES | KDM5B inhibitor
CCCCNc1nc2c(c(=O)n(Cc3ccc(Cl)cc3)c(=O)n2C)n1C | -13.4%
O=C(NCc1ccccc1)C1COC2(CCN(C(=O)c3ccccc3F)CC2)N1C(=O)c1ccco1 (stereo not drawn) | -2.7%
O=C(NCCc1ccc(Cl)cc1)c1cc2ccccc2oc1=O | 15.2%
CC(C)C(=O)N1CCC(NCCOc2ccccc2Cl)CC1 | -18.8%
COc1ccc(OC)c2sc(N3CCN(C(=O)c4ccc5c(c4)CCCC5)CC3)nc12 | ?
Cc1ccc(CN2CCc3nc(N4CCN(C)CC4)[nH]c(=O)c3CC2)cc1 | -28.4%
Cc1cccc2cc(COC(=O)c3ccco3)c(=O)[nH]c12 | 8.8%
COc1cccc(CNS(=O)(=O)c2ccc(-c3cc(C(F)(F)F)on3)s2)c1 | -9.6%
O=C(CCCSc1nc2ccccc2s1)NCCc1ccc(F)cc1 | 5.9%
COc1ccc(S(=O)(=O)NCC(c2ccc(N(C)C)cc2)N2CCCC2)cc1 (stereo not drawn) | -21.4%
COc1ccc(CNC(=O)/C=C/c2ccc(C)cc2)cc1 | 3.0%
COc1cc(C(O)c2nc3ccccc3s2)cc(OC)c1OC (stereo not drawn) | 0.0%
Cc1ccc(C(=O)N2CCc3nc(C(C)C)nc(-c4ccc(Cl)cc4)c3CC2)cc1 | -4.0%[115 µM]
C=CCc1ccc(OCc2ccc(C(=O)Nc3ccc(NC(C)=O)cc3)o2)c(OC)c1 | ?
Cc1ccc(NC(=O)N[C@@H]2C=C(C(=O)N[C@H](C)C(N)=O)C[C@@H](O)[C@@H]2O)cc1 | -17.0%[86.2 µM]
CCc1cc(C#N)c(N)s1 | -18.1%
CC(C)Cc1nn2c(=O)cc(CSc3nnc(-c4ccccc4F)o3)nc2s1 | ?
CN1CCN(C(=O)CSc2nc3ccccc3o2)CC1 | 13.6%
CCOC(=O)/C(=C/C=C(\C1=CCCCC1)N(CC)CC)C(C)=O | -18.2%
CN1CCC(N2CCN(S(=O)(=O)c3cccs3)CC2)C1=O (stereo not drawn) | 0.2%
CCC(=O)N(C1CCOCC1)C1CCN(Cc2cc(F)c(F)cc2F)CC1 | 14.4%
COc1ccc(CN(C)C(=O)c2cc(Cl)c3c(c2)OCCO3)c(OC)c1 | 12.5%
O=C(CCC1N=C2c3ccccc3N=C(SCc3ccc(F)cc3)N2C1=O)NCc1cccs1 (stereo not drawn) | -22.3%
O=C(O)Cn1cc(C(C(=O)O)N2CCN(Cc3cccnc3)CC2)c2ccc(Br)cc21 (stereo not drawn) | 3.4%
COc1ccc(NC(=O)C2CCN(C(=O)c3ncn4c3COC(c3ccc(F)cc3)C4)CC2)cc1F (stereo not drawn) | 22.1%
Cc1ccc(-c2n[nH]c(=O)c3ccccc23)cc1S(=O)(=O)NC1CCCCC1 | 1.7%
Cc1ccc(-n2c(SCC(=O)Nc3cccc(F)c3)nc3c(=O)[nH]cnc32)cc1 | -2.2%

(cont.)
SMILES | KDM5B inhibitor
Clc1nc2ccccc2cc1CSc1ccc2c(c1)OCCO2 | 0.6%
CCc1ccc(C(=O)NC(C)C2CC3CCC2C3)s1 (stereo not drawn) | 8.2%
CNC(=O)N1C[C@@H](CN(C)C)[C@H](N)C1 | 67.4%[activator]
COc1ccccc1NC(C)c1nnc(-c2cccs2)o1 (stereo not drawn) | -13.9%
O[C@H]1COCCN(Cc2ccc(OC(F)(F)F)cc2)C1 | -23.6%[115 µM]
Cn1c(=O)c2c(nc(Sc3ncccn3)n2Cc2ccccc2Cl)n(C)c1=O | 19.0%
CCOc1cc(=O)n2c(c1C(=O)Nc1ccc(F)c(Cl)c1)CCCC2 | -9.2%
O=C(CC1COCCN1)NCCc1cnn(-c2ccccc2)c1 (stereo not drawn) | ?
C[C@H]1[C@@H]2[C@H]3OC(=O)[C@@H](C)[C@@H]3CC[C@@]2(C)CC[C@@H]1NC(=O)Cc1ccccc1 | -13.8%[86.2 µM]
Cc1cccc(OC(=O)Cc2ccc3c(c2)OCCO3)c1 | -11.3%
NCCOc1ccc(C2CCCCC2)cc1 | -26.7%
CCS(=O)(=O)N1CCc2cc(C(=O)CSc3cccc(OC)c3)ccc21 | -13.0%
CNC(=O)CSc1cc(C)c2cc(C)cc(C)c2n1 | 7.0%
O=C(NCCCc1ccccc1)c1ccc[n+]([O-])c1 | -9.3%
NC(=O)c1ccc(OC2CCN(S(=O)(=O)c3ccc(F)cc3)CC2)nc1 | 10.9%
CNCCN1C(=O)CC[C@H]2CN(Cc3cc(C4CCCCC4)no3)CC[C@H]21 | 30.1%
COc1ccc(N/C=C/C(=O)c2ccc(OC)c(OC)c2)cc1 | -84.6%
CC(=O)c1cccc(NC(=O)C(C)Oc2cccc(Cl)c2)c1 (stereo not drawn) | 18.6%
CCCCc1ccc(NC(=O)CN2C(=O)NC(c3ccc(Cl)cc3)C3=C2COC3=O)cc1 (stereo not drawn) | -18.1%
CN(C)c1ccc(Nc2cccc3nccnc23)cc1 | ?
CCCCCCCCN1C(=O)[C@@H](CC(=O)NCc2ccc(OC)c(OC)c2)C[C@@]2(C(=O)OC)C1=C[C@H](C(C)C)O[C@@H]2C1CC1 | -17.4%
CCN(CC)C(=O)C1CCN(S(=O)(=O)c2ccc3c(c2)CCCN3C(C)=O)CC1 | 24.0%
COC(=O)c1ccc2c(c1)nc1n2[C@@H](CNC(=O)c2ccc(Cl)cc2)COC1 | -0.7%[86.2 µM]
CCC(=O)Nc1ccc(C)cc1-c1nc2ccccc2n(C(C)C(=O)Nc2ccccc2CC)c1=O (stereo not drawn) | -25.9%
O=C(COC(=O)c1cc2ccccc2oc1=O)NCc1ccccc1Cl | -18.5%

(further entries)
SMILES | KDM5B inhibitor
Cc1ccc(CN(C)C(=O)CCc2ccc(C#N)cc2)o1 | -8.5%
Cn1c(=O)cc(SCC(=O)N2CCN(c3ccccc3F)CC2)c2cc(Cl)ccc21 | -20.1%
CCOc1ccccc1NC(=O)CSc1ccc(-c2ccco2)nn1 | ?
COc1cccc(CN2CCCC(O)(CN3CCCCC3)C2=O)c1 (stereo not drawn) | 17.9%
CC(Oc1ccccc1)C(=O)NCc1cccnc1N(C)C (stereo not drawn) | -4.1%
Cc1ccc(-c2nc3cc(C(C)C)ccc3o2)cc1NC(=O)c1cc([N+](=O)[O-])ccc1N1CCOCC1 | -37.8%
O=C(Cc1ccsc1)N1CCC2(CC1)CN(c1ccncn1)CC2CO (stereo not drawn) | -24.4%
O=C(CSc1nnc(-c2cccnc2)o1)Nc1cccc(Cl)c1 | -2.7%
CCc1ccc(S(=O)(=O)N2CC(C(=O)NC3CCCCC3)C3(CCOCC3)C2)cc1 (stereo not drawn) | 7.2%
O=C(Nc1ccc2oc(-c3ccncc3)nc2c1)c1cccc(Cl)c1 | 13.1%
O=C(COc1ccccc1)NCC1(COc2ccccc2)C[C@@H](O)[C@@H](O)C1 (stereo partly drawn) | -13.3%[86.2 µM]
O=C(CC(=O)c1ccccc1)Nc1ccccc1C(F)(F)F | ?
Cc1ccc(CN2C(=O)c3ccccc3CC2(C)C(=O)NC2CCCCC2)cc1 (stereo not drawn) | -26.5%
O=C(c1ccc(F)c(F)c1)N1CCN(C2CCN(CCc3ccccc3)C2=O)CC1 (stereo not drawn) | -15.3%
N#C/C(=C/c1ccc(-c2ccccc2[N+](=O)[O-])o1)C(=O)NCCN1CCCCC1 | -4.1%
CCc1ccccc1NC(=O)CSc1nc(-c2ccccc2OC)nc2c1Cc1c(CO)cnc(C)c1O2 | ?
CC(Sc1ccc(Br)cc1)C(=O)NC(N)=O (stereo not drawn) | 5.3%
Cc1oc(-c2cccs2)nc1C(=O)NCC1CCN(C2CC2)C1 (stereo not drawn) | ?
COc1ccccc1-c1[nH]nc2ncc(-c3cccc(O)c3)nc12 | 35.5µM*
CCOCCCNC(=O)CN1C(=O)COc2ccc(S(=O)(=O)N3CCOCC3)cc21 | -21.5%
COc1ccc(CNC(=O)c2cc(=O)c(OCc3ccccc3F)co2)cc1 | 7.1%
Cc1ccc(NC(=O)N2CCC(c3nc(CCOCC4CC4)no3)C2)cc1C (stereo not drawn) | 14.1%
CCN(C(=O)CSc1nc2ccccc2n1CC(=O)Nc1cccc(C#N)c1)c1ccccc1 | -19.1%
Cc1ccc(-n2c(SC(C)C(=O)c3ccc(F)c(F)c3)nnc2N2CCOCC2)cc1 (stereo not drawn) | 16.4%
CSc1cccc(NC(=O)N2CCC3(CC2)N=C(c2cccc(Cl)c2)C(=O)N3)c1 | -7.3%

(more compounds)
SMILES | KDM5B inhibitor
CCc1cccc2c(C(CC(=O)N3CCCC3)c3ccc(Cl)c(Cl)c3)c[nH]c12 (stereo not drawn) | 10.7%
CN1c2cc(C(=O)Nc3ccc(Cl)c(F)c3)ccc2C(=O)N2CCCCC21 (stereo not drawn) | ?
COc1ccc(CNC(=O)c2cnn(-c3ccc(F)cc3)c2-n2cccc2)cc1 | -9.4%
Cc1ccc2c(c1)cc(C(=O)NCc1ccc(F)cc1)n2C | ?
CCOC(=O)c1c(C)[nH]c(CCC(=O)Nc2c(C)cccc2CC)c1C | -18.3%
Cc1nn(C)c(C)c1CCCN(C)C(=O)C1N(C(C)C)C(=O)C12CCCCC2 (stereo not drawn) | -15.4%
COc1ccc(OC)c(NC(=O)Cc2c(C)c3c(OC)cc(C)cc3oc2=O)c1 | -9.1%
O=C1Nc2ccccc2CC12CCN2Cc1cncs1 (stereo not drawn) | 7.0%[86.2 µM]
N#Cc1cccc(NC(=O)N[C@H]2CO[C@H]3[C@@H]2OC[C@@H]3n2nnnc2Oc2ccc(-n3cncn3)cc2)c1 | 7.5%
COc1ccc(NC(=O)C2(Cc3ccccc3)CCCCC(=O)N2)cc1F (stereo not drawn) | -17.4%
Cc1cc(C)n(CCCNC(=O)c2cccc(C3CCNC3)c2)n1 (stereo not drawn) | 5.1%
COc1ccc(NC(=O)Cc2csc(COc3cccc(C)c3)n2)cc1OC | ?
CN(Cc1nc(-c2ccncc2)no1)C1CCC2(CCNCC2)CC1 | 14.7%
COc1ccc(NC(=O)N2c3ccccc3CC2c2nc(C3CC3)no2)c(C)c1 (stereo not drawn) | -7.3%
COCCNc1c(-c2noc(C)c2C(=O)Nc2ccc(F)c(OC)c2)cnn1C | -5.5%[86.2 µM]
